Rab7 wt GTP bind – dog Rab7 wildtype GTP binding, inhibitors and activators | GST-Rab7 beads, fluorescent GTP binding, flow cytometry; actives lie on both sides; untreated = 100%, excess cold GTP = 0% | GTP binding activity (percent of control), % at 10 µM | 0.055% of 190,000 active;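 active means fluorescent GTP binding to Rab7 beads changed by at least 20 points from the 100% baseline, either direction, mostly lower; inconclusive means compound itself probably fluorescent, or too few beads counted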;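 further: median green fluorescence of bound Bodipy-FL-GTP per Rab7 bead population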
Bim-Mcl-1 – disrupts Bim peptide binding to human Mcl-1 | Bead-based flow cytometry, Bim peptide-Mcl-1 binding | inhibition, % at 10 µM | Q07820 | 0.1% of 190,000 active; in the data active means inhibition above about 40%;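 further: 0% = no compound tracer wells and 100% = peptide blocker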
Target sequence (Q07820 whole entry, looked up): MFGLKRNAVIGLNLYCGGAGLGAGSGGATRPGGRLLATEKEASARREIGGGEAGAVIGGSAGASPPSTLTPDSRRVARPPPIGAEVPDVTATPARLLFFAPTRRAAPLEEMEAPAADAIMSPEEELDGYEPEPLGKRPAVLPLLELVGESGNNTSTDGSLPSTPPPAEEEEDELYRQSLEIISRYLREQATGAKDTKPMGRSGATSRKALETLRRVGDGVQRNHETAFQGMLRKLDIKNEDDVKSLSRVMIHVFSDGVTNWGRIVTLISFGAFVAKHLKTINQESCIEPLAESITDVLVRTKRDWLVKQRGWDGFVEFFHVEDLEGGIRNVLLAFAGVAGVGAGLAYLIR
Pf gametocyte – kills late stage P. falciparum gametocytes; inhibition, % at 10.9 µM; 0.065% of 150,000 active; P. falciparum stage V gametocytes, ATP luminescence, 24 h;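 active means inhibition above the mean plus 3 SD of compounds within the control limits, set per campaign, cut at about 38% in these data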;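 further: 0% = DMSO wells and 100% = medium only without gametocytes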
Mcl1 Noxa PPI – Mcl-1/Noxa interaction inhibition; TR-FRET Mcl-1/Noxa peptide binding, 2 h; 1.5% of 220,000 active; inhibition, % at 21.7 µM; AID 1022; Q07820;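 active means compounds that cut the protein-peptide binding signal by more than 50% relative to plate controls in a single-dose test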;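 further: His-tagged Mcl-1 with rhodamine Noxa BH3 peptide and terbium anti-His antibody; 0% = Mcl-1 plus Noxa peptide wells and 100% = peptide-only wells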
Rac1 wt GTP bind – alters GTP binding to wildtype human Rac1; 0.27% of 190,000 active; GST-Rac1 beads, fluorescent GTP binding, flow cytometry; actives lie on both sides; 0 = cold GTP competed, 100 = untreated; AID 757; GTP binding activity (% of control), % at 10 µM;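 active means GTP binding activity at least 20 points away from the 100% control level, either lower or higher; inconclusive means compound flagged as likely green fluorescent, judged across all proteins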
Rab2 wt GTP – changes GTP binding to wildtype dog Rab2A, up or down. P61105. GST-Rab2 wt beads, Bodipy-GTP binding, flow cytometry. GTP binding activity, % at 10 µM. 0.19% of 190,000 active. AID 760;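 active means GTP binding activity at least 20 points away from 100%, either lowered or raised; inconclusive means signal likely due to the compound's own green fluorescence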;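 further: 0% = beads with excess unlabeled GTP and 100% = no-compound control corrected for plate trend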
Rac1 act GTP bind – modulators of GTP binding to human Rac1 activated mutant; P63000; GST-Rac1 activated beads, fluorescent GTP binding, flow cytometry; actives lie on both sides; 100% means binding = to untreated wells; percent activity (GTP binding), % at 10 µM; 0.11% of 190,000 active; AID 764;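 active means GTP binding at least 20 percentage points away from the 100% baseline, in either direction, so actives lie on both sides; inconclusive means Compound likely fluorescent itself, or too few beads counted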
RGS8-Gao reg – regulators of human RGS8-Galphao interaction; response (percent of control binding), % at 10 µM; 0.34% of 220,000 active; P09471; multiplexed bead flow cytometry, RGS8-Galphao binding; actives lie on both sides; in the data active means response below about 60% or above about 140%; inactive means in between;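 further: Galphao activated as the GDP aluminium fluoride complex binding bead-coupled RGS8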
Target sequence (P09471 whole entry, looked up): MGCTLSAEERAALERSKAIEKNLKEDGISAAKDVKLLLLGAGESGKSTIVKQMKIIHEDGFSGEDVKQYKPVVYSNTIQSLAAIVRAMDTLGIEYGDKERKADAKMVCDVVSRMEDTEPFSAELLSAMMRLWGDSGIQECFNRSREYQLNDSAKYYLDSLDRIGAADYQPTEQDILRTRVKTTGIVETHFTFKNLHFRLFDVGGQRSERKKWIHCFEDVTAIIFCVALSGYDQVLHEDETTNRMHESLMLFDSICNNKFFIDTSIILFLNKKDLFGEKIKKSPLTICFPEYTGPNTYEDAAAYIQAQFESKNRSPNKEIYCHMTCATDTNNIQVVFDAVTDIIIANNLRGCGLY
HRas wt GTP – modulators of GTP binding to human HRas wildtype. P01112. GST-Ras wt beads, Bodipy-FL-GTP binding, flow cytometry; actives lie on both sides. GTP binding activity, % at 10 µM. 0.14% of 190,000 active. AID 759;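 active means GTP binding activity at least 20% away from the 100% baseline, either lowered as inhibitor or raised as activator; inconclusive means flagged as likely green fluorescent, judged across all proteins in the well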;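 further: 0% = unlabeled GTP competition control and 100% = no-compound control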
Target sequence (P01112 whole entry, looked up): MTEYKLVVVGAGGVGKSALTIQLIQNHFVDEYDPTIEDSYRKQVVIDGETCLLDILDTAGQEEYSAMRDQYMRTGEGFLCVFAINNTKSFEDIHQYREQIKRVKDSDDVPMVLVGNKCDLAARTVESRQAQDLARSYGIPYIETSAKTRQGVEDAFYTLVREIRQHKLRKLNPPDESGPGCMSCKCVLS
Cdc42 wt – modulators (inhibitors or activators) of GTP binding to human Cdc42 wildtype. 0.2% of 190,000 active. percent activity (GTP binding), % at 10 µM. GST-Cdc42 beads, Bodipy-GTP binding, flow cytometry; actives lie on both sides. P60953;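 active means percent activity GTP binding at least 20 points away from the 100% baseline, either down as inhibitor or up as activator; inconclusive means compound flagged as likely green fluorescent from well-wide comparison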;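 further: median bead fluorescence of bound Bodipy-FL-GTP at 100 nM; 0% = excess unlabeled GTP control and 100% = no compound control; below 100% means less GTP binding so inhibitor and above means activator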
Target sequence (P60953 whole entry, looked up): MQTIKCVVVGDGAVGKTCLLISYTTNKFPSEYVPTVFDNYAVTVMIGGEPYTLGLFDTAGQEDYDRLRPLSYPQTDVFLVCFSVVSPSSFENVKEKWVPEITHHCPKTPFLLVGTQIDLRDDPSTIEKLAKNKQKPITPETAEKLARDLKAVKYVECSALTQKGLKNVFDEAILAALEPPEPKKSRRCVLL
Mcl1 Bid PPI – Mcl-1/Bid interaction inhibition | Q07820 | TR-FRET Mcl-1/Bid-Dy647 peptide binding, 1536-well | inhibition, % at 21.7 µM | 0.97% of 220,000 active | AID 1021;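 active means compounds that cut the binding signal by more than half at the single screening dose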;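 further: His-tagged Mcl-1 with europium anti-His antibody binding Bid BH3 peptide; 0% = Mcl-1 plus peptide wells and 100% = peptide-only wells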
Starred values were filed as active, the others as inactive; ? = inconclusive; . = no result given.

SMILES	Cdc42 wt	Rac1 act GTP bind	HRas wt GTP	Mcl1 Bid PPI	Pf gametocyte	Rab2 wt GTP	Bim-Mcl-1	RGS8-Gao reg	Rab7 wt GTP bind	Rac1 wt GTP bind	Mcl1 Noxa PPI
O=C(Nc1ccccc1)C(c1ccccc1)C1CCCC1 (stereo not given)	99	102	100	-14	17	99	-3	103	105	103	9
CC1(C)NC(=O)NC2(C)NC(=O)NC(C)(C)C12 (stereo not given)	98	98	98	0	.	98	-9	103	99	101	-6
O=C1CN(C(=O)CNC(=O)c2cccc(Cl)c2)c2ccccc2N1	97	96	96	-8	14	98	2	97	92	103	-11
CCc1ccccc1NC(=S)N(CCN1CCOCC1)Cc1ccccc1F	95	95	95	-7	-26	93	0	98	95	97	5
CC(=O)N1CCN(S(=O)(=O)c2ccc(Cl)cc2F)CC1	95	94	93	-23	12	98	0	103	95	97	6
Cn1c(=O)c(=O)n(C)c2cc(S(=O)(=O)N3CCN(Cc4ccccc4)CC3)ccc21	104	99	102	-9	-2	100	-4	98	94	101	-8
O=C(Cc1ccccc1)NC1CCN(Cc2ccccc2)CC1	98	98	96	-14	5	98	0	96	96	98	14
CCC(=O)Nc1ccc(Cl)c(NC(=O)c2ccc([N+](=O)[O-])cc2)c1	102	101	100	-12	-6	100	-3	97	97	104	6
Cc1cccc(NC(NC(=O)Cc2ccccc2)C(Cl)(Cl)Cl)c1 (stereo not given)	98	98	99	-7	-12	98	-1	102	99	103	-5
Cc1ccc(/C=N/Nc2nc3ccccc3[nH]2)s1	100	101	97	-112	-32	100	-3	103	100	100	-40
O=C1C2CCCN2C(c2cccc(Br)c2)N1c1ccc(F)cc1 (stereo not given)	102	99	100	-4	.	100	-3	101	100	102	2
CCOC(=O)N1CCN(c2c(-c3ccc(C(C)C)cc3)c(=O)c2=O)CC1	?	?	?	-4	.	?	3	101	?	?	1
Cn1cnc([N+](=O)[O-])c1C(=O)Nc1cccc([N+](=O)[O-])c1	94	97	95	-1	-25	98	-1	93	103	95	3
CCOC(=O)c1sc2nc(NC(=O)COc3ccccc3)sc2c1C	91	91	90	-5	.	89	-4	88	91	93	55*
CC(C)Cc1nc(N2CCC(C(N)=O)CC2)c2nnn(Cc3ccccc3)c2n1	98	100	100	-36	1	99	-3	103	99	100	.
COc1ccc(NC(=S)NC(NC(=O)c2ccc(Cl)cc2Cl)C(Cl)(Cl)Cl)c([N+](=O)[O-])c1 (stereo not given)	?	?	?	-23	-1	?	3	102	?	?	4
O=c1nc2sc3ccccc3n2c(=O)n1-c1cccc(Cl)c1	98	98	99	-19	.	97	2	102	94	99	-4
CC(=O)Nn1cnc2c(c1=O)C1(CCCC1)Cc1ccccc1-2	99	96	97	4	.	99	-6	101	102	101	0
CCOC(=O)C1(CCCc2ccccc2)CCN(C(=O)C2=C(C)OCCO2)CC1	97	97	100	-23	20	96	-2	103	102	100	-1
CCOC(=O)c1c(N)sc2c1CCSC2	98	97	98	4	6	96	0	99	97	100	19
O=C1N(Cc2cccnc2)C[C@@H]2C[C@@H](c3ccc4nonc4c3)N3CCC[C@@]123	100	95	100	-24	1	100	3	101	108	98	28
COc1ccc(/C=N/NC(=O)Nc2nonc2N)cc1	102	101	103	-11	.	99	-4	99	98	105	7
CC(=O)c1cc(-c2ccccc2)[nH]c1N1CCCC1	97	95	98	-14	14	96	-4	103	97	97	-3
O=C(COC(=O)CNS(=O)(=O)c1ccc(F)c(F)c1F)Nc1ccc(OC(F)F)cc1	99	99	99	-10	-3	98	-2	103	96	102	10
CCOc1ccc(C(C)NC(=O)c2cccc(F)c2)cc1 (stereo not given)	100	100	102	-5	.	98	-5	103	98	104	3

Arranged by the number under RGS8-Gao reg (ascending): some entries from above
molecule	Cdc42 wt	Rac1 act GTP bind	HRas wt GTP	Mcl1 Bid PPI	Rab2 wt GTP	Bim-Mcl-1	RGS8-Gao reg	Rab7 wt GTP bind	Rac1 wt GTP bind	Mcl1 Noxa PPI
CCC(=O)Nc1ccc(Cl)c(NC(=O)c2ccc([N+](=O)[O-])cc2)c1	102	101	100	-12	100	-3	97	97	104	6
CCOC(=O)c1c(N)sc2c1CCSC2	98	97	98	4	96	0	99	97	100	19
O=C1C2CCCN2C(c2cccc(Br)c2)N1c1ccc(F)cc1 (stereo not given)	102	99	100	-4	100	-3	101	100	102	2

Next results follow.
SMILES	Cdc42 wt	Rac1 act GTP bind	HRas wt GTP	Mcl1 Bid PPI	Pf gametocyte	Rab2 wt GTP	Bim-Mcl-1	RGS8-Gao reg	Rab7 wt GTP bind	Rac1 wt GTP bind	Mcl1 Noxa PPI
O=C(NCCc1ccccc1)C1CCN(S(=O)(=O)N2CCCC2)CC1	100	101	103	-7	-13	103	-8	103	103	103	13
Clc1ccc(-c2nnc3sc(Cc4cccs4)nn23)c(Cl)c1	94	95	94	-3	13	95	-2	102	93	100	23
COc1ccc(OC)c(CNCCNC(=O)c2ccco2)c1	105	100	103	18	.	103	-2	100	96	99	19
N/C(=N\OC(=O)c1cccc(Cl)c1)c1cccnc1	102	100	103	-22	.	103	-1	98	105	104	20
COc1ccc(C(CNC(=O)c2cc3ccccc3cc2OC)N2CCCC2)cc1 (stereo not given)	101	99	98	8	1	98	-5	131	96	103	7
CCCSc1nc(O)c(C2OC(=O)c3c2ccc(OC)c3OC)c(=O)n1C (stereo not given)	94	95	97	-38	6	97	-2	94	95	97	3
O=C(O)c1ccccc1SCC(=O)N1CCOCC1	102	98	100	-7	19	106	3	100	104	105	3
CC(C)CCN1CC(C(=O)N2CCN(c3ccc(F)cc3)CC2)CC1=O (stereo not given)	98	96	98	-76	.	96	2	94	96	95	14
CCOc1cccc(C(=O)NNC(=O)CCC(=O)O)c1	101	100	99	2	17	99	-2	103	97	103	14
CCC(=O)N1CCc2cc(Br)cc(S(=O)(=O)CCC(=O)N(CC)CC)c21	99	97	100	-7	23	101	0	101	107	102	17
Cc1cc(C)c(C#N)c(SCC(=O)CC(=O)OC(C)C)n1	104	99	100	-8	15	101	-10	99	104	104	-8
COc1ccccc1/C=N/NC(=O)CC(=O)NCc1ccccc1	98	98	96	-4	.	96	0	101	102	102	13
CCCCNC(=O)Cn1nc([N+](=O)[O-])c([N+](=O)[O-])c1C	103	101	100	-26	.	101	0	101	97	101	4
CC(C)=C1C2CCC1C1C(=O)N(NC(=O)COc3ccc(C(C)(C)C)cc3)C(=O)C21 (stereo not given)	103	100	102	-23	.	99	0	100	100	104	0
COc1ccc(CCNC(=O)COC(=O)C23CC4CC(CC(Br)(C4)C2)C3)cc1	97	98	96	-16	.	96	-3	76	97	98	22
Cc1nc2sc3c(c2c(=O)n1/N=C/c1ccco1)CCCC3	100	98	98	-13	.	99	-2	99	100	104	12
CC(=O)NC(=S)Nc1ccccc1C(=O)NC1CCCCC1	100	101	102	-18	.	101	-7	96	101	105	14
O=C(Cn1c2[n+](c3ccc(C(F)(F)F)cc31)CCCCC2)Nc1ccc(Br)cc1	96	96	98	-5	.	99	0	102	104	96	-5
COc1cccc(/C=c2\s/c(=C\C(=O)C(C)(C)C)[nH]c2=O)c1	93	92	96	-8	10	95	0	110	103	94	30
O=C(/C=C/c1ccccc1)N1CCN(Cc2nc3ccccc3c(=O)[nH]2)CC1	105	100	103	-9	-14	101	-1	99	103	107	-1
Cc1ccc(-c2csc(SCC(=O)Nc3cc(C)on3)n2)cc1	101	97	100	-6	-20	98	0	103	98	105	5
COc1cccc(OCC(O)CN2CCN(c3ccccn3)CC2)c1 (stereo not given)	96	98	99	3	-1	98	-3	100	94	98	11
Cc1ccc2cc(CN(Cc3ccco3)C(=S)NCC3CCCO3)c(=O)[nH]c2c1 (stereo not given)	92	95	94	-32	.	94	0	79	95	101	13
CN=C(Nc1cc(C)nn1CCC#N)c1ccccc1	105	100	103	-15	-11	101	-1	104	99	102	-2
Cc1ccc(OCC(=O)Nc2ccc(N3CCOCC3)cc2)cc1	103	100	104	-78	.	107	0	96	105	102	16

SMILES	Cdc42 wt	Rac1 act GTP bind	HRas wt GTP	Mcl1 Bid PPI	Pf gametocyte	Rab2 wt GTP	Bim-Mcl-1	RGS8-Gao reg	Rab7 wt GTP bind	Rac1 wt GTP bind	Mcl1 Noxa PPI
COc1ccc(NC(=O)C2CCN(c3nnnn3-c3ccccc3)CC2)cc1	105	102	105	-4	.	104	0	111	98	101	-4
COc1ccc(F)cc1C(=O)C1CCCN(Cc2ccc(Oc3ncccn3)cc2)C1 (stereo not given)	?	?	?	-41	14	?	2	103	?	?	-19
Cc1ccc(-n2c(CCC(=O)O)ccc2-c2cccs2)cc1C	97	95	97	-38	.	99	-2	101	101	97	38
O=C(OCc1ccccc1)/C(=C/c1cccc2ccccc12)NC(=O)c1ccccc1	98	98	97	3	.	97	0	98	99	98	8
N#Cc1ccc(-c2ccccc2)nc1SCCN1CCOCC1	102	99	106	-21	-3	103	-3	102	105	106	9
CC(C)(C)c1nc(SCC(=O)NCc2ccco2)c2ccccc2n1	106	102	101	-9	0	103	-1	97	101	108	8
COc1ccc(NC(=S)N2CCC(N(C)CC3CCCO3)CC2)cc1 (stereo not given)	102	101	101	-70	.	105	-1	99	100	103	10
Cc1ccccc1NC(=S)NNC(=O)c1ccncc1	100	97	99	-28	14	98	0	103	99	102	-4
COc1ccccc1-c1c(C)nn2c(NCCN3CCCC3)cc(C)nc12	96	96	97	-27	.	97	-1	110	99	97	0
O=S(=O)(NCCn1ccc2ccccc21)c1ccccc1	99	100	100	-35	.	100	0	102	98	102	-4
O=C1CCCN1c1ccc(S(=O)(=O)N2CCC(c3ccccc3)CC2)cc1	97	94	95	-12	-6	96	0	101	95	95	-11
CCOc1ccc(CCNC(=O)c2cccc(N3CCCC3=O)c2)cc1OCC	101	100	101	-25	9	102	-4	103	101	103	4
COC(=O)c1sc(NC(=S)NC(=O)c2ccccc2F)nc1C	102	101	104	-20	-6	100	-2	99	107	103	-88
CCOC(=O)c1ccc(Oc2nc(NC)nc(SC)n2)cc1	105	100	102	-17	.	100	-1	98	104	106	-4
COc1ccc2nc(NC(=O)CSc3nc4ccccc4o3)sc2c1	100	100	99	16	.	101	-2	97	97	101	24
Cc1ccc(-c2noc(CCC(=O)NCCN3CCOCC3)n2)cc1	103	99	100	-4	-26	100	-2	99	100	108	4
O=C(O)c1cc2cccc(S(=O)(=O)N3CCOCC3)c2cc1O	101	100	102	-1	.	101	2	105	102	106	22
CC(=O)Nc1cc(N2C(=O)CCC2=O)ccc1Cl	99	98	102	1	2	99	-5	103	104	104	-10
CC1CNCCN1S(=O)(=O)c1cccc2cnccc12 (stereo not given)	100	100	100	9	.	95	-2	99	97	107	35
CCCCCNC(=O)c1cc(S(=O)(=O)N2CCCC2)ccc1F	102	101	101	-5	.	101	-4	65	104	109	5

Source: PubChem
